Screens from PubChem BioAssay.
TCR activator: Activators of T cell receptors: qHTS campaign; 330,000 tested, under 10 active; Potency, µM (series often up to 9.22 µM), for the others: top-dose activation of IL-2 secretion, most hits filed as activators; AID 504894, 2011; primary human leukocytes, anti-CD3, IL-2 HTRF, 48 h; further: % of control where 0% means no effect
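HTRF read-out of IL-2 secretion: europium cryptate donor excited at 320nm, d2 acceptor emission at 665nm. Cells were primary human leukocytes incubated 48 hr with compounds and a-CD3 beads, supplying TCR signal only.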
Mito fusion yeast: qHTS Assay for Small Molecule Inhibitors of Mitochondrial Division or Activators of Mitochondrial Fusion; S. cerevisiae fusion-defective mutant growth rescue, CellTiterGlo 48 h; Potency, µM (doses to about 46.1 µM), inactives show top-dose growth rescue (activation), hits mostly activators; hit rate 0.23% among 320,000;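 further: potency means the concentration at half of the fitted maximal effect; % of control where 0% means no effect; nearly all actives have a fitted effect of over 45% in size; temperature-sensitive fusion mutants such as fzo1-1 at 37 °C on non-fermentable ethanol glycerol medium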
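Growth-rescue viability read-out: after 48 h at the non-permissive 37C in glycerol/ethanol YPEG, yeast mitochondrial fusion mutants are measured by CellTiterGlo luminescence; compounds (23 nl pinned per well) restoring growth score as division inhibitors or fusion activators.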
TSHR antag: Antagonists of the Thyroid Stimulating Hormone Receptor: HTS campaign; Thyrotropin receptor (Homo sapiens), P16473; TSHR-expressing cells, TSH-stimulated cAMP HTRF, 2 h; active compounds read low; activity change, negative = inhibition, % at 11.5 µM; AID 504810, 2011; hit rate 0.2% among 330,000;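 active means activity change below a set negative limit, meaning inhibition stronger than a set level, cut at about -70% in these data; inconclusive means activity change between two set negative limits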; further: on the % scale 0 is the no-effect control and ±100 the full control effect
Target sequence (P16473 whole entry, looked up): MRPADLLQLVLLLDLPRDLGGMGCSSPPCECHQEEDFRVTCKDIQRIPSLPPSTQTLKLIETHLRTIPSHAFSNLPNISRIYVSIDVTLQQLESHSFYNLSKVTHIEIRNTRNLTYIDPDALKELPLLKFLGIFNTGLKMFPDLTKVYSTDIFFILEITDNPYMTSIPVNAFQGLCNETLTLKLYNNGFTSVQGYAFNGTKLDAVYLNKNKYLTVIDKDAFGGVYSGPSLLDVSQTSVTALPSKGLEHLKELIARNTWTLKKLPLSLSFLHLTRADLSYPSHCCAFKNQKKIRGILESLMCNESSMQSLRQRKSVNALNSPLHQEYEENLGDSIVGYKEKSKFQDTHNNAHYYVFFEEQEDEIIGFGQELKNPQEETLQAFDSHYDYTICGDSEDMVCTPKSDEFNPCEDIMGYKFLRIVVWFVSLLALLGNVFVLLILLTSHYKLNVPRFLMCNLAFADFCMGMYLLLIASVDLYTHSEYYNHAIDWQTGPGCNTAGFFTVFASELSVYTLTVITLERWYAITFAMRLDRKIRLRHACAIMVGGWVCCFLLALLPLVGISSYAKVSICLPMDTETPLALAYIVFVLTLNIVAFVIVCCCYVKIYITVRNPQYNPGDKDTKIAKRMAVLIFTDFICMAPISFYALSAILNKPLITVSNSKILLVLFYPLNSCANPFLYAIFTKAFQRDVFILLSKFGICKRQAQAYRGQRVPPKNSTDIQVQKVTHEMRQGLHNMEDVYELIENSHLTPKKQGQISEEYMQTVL
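Read-out is FRET at 665 nm (cryptate excitation 337 nm) from a cryptate-tagged anti-cAMP antibody, competed by cell cAMP against cAMP-d2. Compounds are tested on freshly harvested TSHR cells challenged with 4nM TSH (EC80) for 2 hours at 37 deg C.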
Eya2 phos inh: qHTS Assay for Inhibitors of the Phosphatase Activity of Eya2; recombinant Eya2, OMFP fluorescence dephosphorylation (OMFP is methylfluorescein phosphate); Potency, µM (series often up to 76.9 µM), inactives show at the highest dose activity, negative = inhibition, actives largely listed as inhibitors; hit rate 0.006% among 330,000; AID 488837, 2010; further: potency means the concentration at half of the fitted maximal effect; on the % scale 0 is the no-effect control and ±100 the full control effect
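Eya2 (0.2 uM) preincubated 10 min at ambient with compound, then OMFP substrate added at 50 uM; 10 min reaction in 50 mM HEPES pH 7.5, 50 mM NaCl, 5 uM MgCl2, 0.05% BSA, 1 mM DTT. Fluorescence read at Ex 485/Em 525 nm.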
KCNH2 WT inh: qHTS for Inhibitors of KCHN2 3.1: Wildtype qHTS; Voltage-gated inwardly rectifying potassium channel KCNH2 (Homo sapiens), Q12809; U2OS, BacMam KCNH2, thallium flux FluxOr; active compounds read low; activity change, % at 1.84 µM; hit rate 0.37% among 340,000;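 active means maximum activity change below -70%; inconclusive means maximum activity change between -70% and -50%; inactive means maximum activity change above -50%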; further: on the % scale 0 is the no-effect control and ±100 the full control effect
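U2OS cells were transduced with wild-type KCNH2 virus (2.03 x 10^8 / mL) for 4 h at room temperature, then cultured overnight at 37 C. Thallium flux was read with FluxOr dye. Rate constants were normalized to DMSO controls.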
USP2a block: qHTS Assay for Inhibitors of Ubiquitin-specific Protease USP2a Using CHOP2 as the Reporter; Ubiquitin carboxyl-terminal hydrolase 2 (Homo sapiens), O75604; AID 463254, 2010; Potency, µM (series often up to 38.3 µM), for the others: at the top dose activity change, negative = inhibition, actives largely listed as inhibitors; hit rate 0.01% among 330,000; USP2 core, Ub-CHOP2 coupled fluorogenic reporter, 485/531;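 further: potency means the concentration at half of the fitted maximal effect; plate controls were DMSO wells for no effect and full inhibition by NEM control for full effect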
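USP2 core (10nM final) preincubated 30min RT with compound in 20mM Tris-HCl pH 8.0, 2mM CaCl2, 2mM beta-mercaptoethanol, 0.05% CHAPS; 25nM Ub-CHOP2 plus 25nM reporter substrate added, fluorescence (Ex485/Em531) read after 60min.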
A-T KAP1 phos: qHTS Assay for Identifying a Potential Treatment of Ataxia-Telangiectasia; AID 485349, 2010; hit rate 0.19% among 320,000; […] A-T fibroblasts, KAP-1 phosphorylation AlphaLISA; neocarzinostatin DNA damage 30 min before lysis; Potency, µM (titrated, usually from 57.5 µM), without a hit: at the highest dose activation, hits mostly activators; further: potency means the concentration at half of the fitted maximal effect; % of control where 0% means no effect; nearly all actives have a fitted effect of over 45% in size
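ATM-like activity read as KAP-1 phosphorylation via AlphaLISA donor/acceptor antibody pairs after lysis and 6 hr at 25C. Cells were ATM-null patient fibroblasts ([…], hTERT), dosed 60 min, then exposed to the DSB inducer NCS for 30 min.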
TRPV1 ag: HTS Assay for Compounds that Act as Agonists of the Vanilloid Receptor 1 | Transient receptor potential cation channel subfamily V member 1 (Homo sapiens), Q8NER1 | hit rate 0.19% among 320,000 | TRPV1-expressing cells, Fluo-8 calcium influx, agonist mode | activation, % at 8.33 µM | AID 540275, 2011; in the data active means activation above about 80%; inconclusive means between about 30% and that limit; further: 0% is about no effect
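TRPV1-expressing cells were cultured overnight at 35.5C and loaded with Fluo-8 calcium dye for 40 to 90 min at room temperature. After a 10 s baseline, compound was added and calcium influx was read kinetically for 3 min (ex 480/em 520 nm).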
KCNH2 3.1 block: qHTS for Inhibitors of KCHN2 3.1: Mutant qHTS | Potassium voltage-gated channel subfamily H member 2, brain isoform KCNH2 3.1 (human) | U2OS KCNH2 3.1, thallium flux FluxOr; active compounds read low | activity change, % (tested at about 1.8 µM) | hit rate 0.95% among 340,000;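 active means maximum activity change below -70%; inconclusive means maximum activity change from -70% to -50%; inactive means maximum activity change above -50%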;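 further: thallium influx rate constant from kinetic fluorescence after stimulation buffer; on the % scale 0 is the no-effect control and ±100 the full control effect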
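FluxOr-based Tl+ influx in U2OS cells transduced with KCNH2 3.1 virus; rate constants normalized to DMSO controls.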
ELG1 DNA repair: qHTS screen for small molecules that inhibit ELG1-dependent DNA repair in human embryonic kidney (HEK293T) cells expressing luciferase-tagged ELG1; HEK293T ELG1-luciferase reporter, luminescence, 16 h; DNA damage induced by 5-fluorouridine; Potency, µM (series often up to 46.1 µM), without a hit: top-dose activity change, negative = inhibition, most hits filed as inhibitors; hit rate 2.3% among 330,000; AID 504467, 2011; further: potency means the concentration at half of the fitted maximal effect; on the % scale 0 is the no-effect control and ±100 the full control effect; nearly all actives have a fitted effect of over 55% in size
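Cells (2,000 per well) received 5-fluorouridine plus test compound or DMSO and were incubated 16 hr at 37 °C, 5% CO2. Luciferase activity was read by luminescence 30 min after ONE-Glo addition; signal suppression marked inhibition of damage-induced ELG1 function.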
An asterisk follows results filed as active; ? = inconclusive; . = no result given; [ ] = another dose, or the depositor's remark. Unless noted, the call rests on the fitted dose curve; in most records, active means well fitted curve in the direction sought with a large enough effect; inconclusive means small, poorly fitted or top-dose-only effect, or another doubt; inactive means no such curve, though single readings can be large; an effect the other way counts as inactive or inconclusive. This is a subset, so the mix of outcomes need not match the whole.

SMILES,A-T KAP1 phos,Mito fusion yeast,USP2a block,KCNH2 3.1 block,TSHR antag,Eya2 phos inh,KCNH2 WT inh,ELG1 DNA repair,TCR activator,TRPV1 ag
Nc1cc(C(F)(F)F)cc2c1SCC(=O)N2,-1%,0%,7%,-3,7,-9%,-1,18%,-6%[46.1 µM],-3
N#C/C(=C/c1ccc(Sc2nc3ccccc3[nH]2)o1)c1cccc(F)c1,-6%,?,-7%,-12,?,3%,6,18µM*,1%,1
O=C(Cn1nnc(-c2ccccc2Cl)n1)N/N=C/c1ccc2c(c1)OCO2,-3%,0%,2%,6,7,7%,8,-2%,-1%,-2
Cc1ccc(NC(=O)CC2(CC(=O)O)CCCC2)c(C)c1,5%,20%,2%,9,1,-17%,-8,4%,-1%,-5
CCCCNc1nc(CC)c2c(c1C#N)CCCC2,.,6%,-6%,-5,5,6%,-2,19%,-3%,-6
O=C(O)CC(NC(=O)Nc1ccccc1)c1ccc(OC2CCCC2)cc1 (centres undefined),-3%,-2%,-2%,15,21,8%,34,19%,.,-9
COc1ccc(-c2cc(C(F)(F)F)n3nc(C(=O)N4CCOCC4)c(Cl)c3n2)cc1,-11%,1%,-3%,5,-1,-11%,-5,-21%,-2%,11
O=C1c2ccccc2NC(c2ccccc2O)N1O (centres undefined),-23%,4%,-1%,15,3,0%,-6,?,-3%,3
CCCOc1ccc(/C=N/NC(=O)c2ccc(Cn3cc([N+](=O)[O-])cn3)o2)cc1,0%,-6%,-2%,-37,1,20%,-17,?,2%,4
CCOc1ccc(N(CC(=O)Nc2c(C)n(C)n(-c3ccccc3)c2=O)S(=O)(=O)c2ccc(F)cc2)cc1,4%,3%,1%,-6,-5,-7%,5,15%,2%,-3
Cc1ccccc1-n1nnnc1SC(C)C(=O)Nc1ccc(N2CCN(C)CC2)cc1 (centres undefined),-9%,-12%,4%,2,-7,2%,-5,7%,-42%,12
Cc1[nH]c(=O)[nH]c(=O)c1S(=O)(=O)N1CCCC(C(=O)NCCC2=CCCCC2)C1 (centres undefined),1%,0%,1%,-2,-4,3%,0,16%,-4%,1
O=C(CN(Cc1cccs1)C(=O)CN1C(=O)COc2ccccc21)NCc1ccco1,12%,3%,0%,14,28,6%,-6,-22%,-9%,2
Cc1nn(C(C)C(=O)NCCCN2CCCCCC2)c(=O)c2cc3sccc3n12 (centres undefined),2%,-1%,-1%,4,24,2%,14,.,1%,0
C=CCN1C(=O)/C(=C\c2ccc(C)cc2)N=C1SCC(=O)NCCC,0%,2%,0%,-15,2,12%,-1,-9%,1%,?
CC(NCCC(Cc1ccccc1)c1ccco1)c1ccccc1 (centres undefined),1%,-1%,1%,21,0,4%,13,5%,-6%,10
CC(C)(C)NCCOCCOc1ccccc1-c1ccccc1,4%,-18%,4%,7,6,17%,7,8%,2%[46.1 µM],2
CC(=O)N1CCOc2ccc(S(=O)(=O)NCc3ccc(C)cc3)cc21,-1%,7%,2%,6,-6,7%,2,7%,-1%,3
S=C(NCCc1ccccc1)N1CCN(C(=S)NCCc2ccccc2)CC1,0%,-3%,1%,-10,13,-32%,4,?,-4%,4
Cc1csc(NC(=O)Cn2nc(C)c([N+](=O)[O-])c2C)n1,-8%,0%,2%,8,4,10%,-5,8%,5%,6
CN(CC(=O)Nc1ccc(F)c(F)c1F)C(=O)c1ccc(N2CCCC2=O)cc1,6%,.,4%,-7,-5,5%,3,15%,-1%,.
COc1ccc(C)cc1NC(=O)C1CCN(C(=O)Cc2ccccc2)CC1,-1%,-11%,1%,13,-3,2%,0,-6%,-1%,4
COc1ccc(NC(=O)CSc2nc3nc(-c4cccs4)cc(C(F)(F)F)c3c(=O)[nH]2)c(OC)c1,-3%,-2%,0%,-5,-15,-3%,-2,1%,-1%[46.1 µM],1
COc1ccc(NC(=O)c2ccccc2Oc2ccccc2)cc1,4%,3%,-1%,-8,-6,14%,-6,-11%,-4%,16
CCSc1nnc(NC(=O)Nc2cccc(C)c2)s1,2%,9%,0%,-1,-10,-5%,-4,?,3%,.
COCCNC(=S)NN=C1CCCCC1,-8%,20%,1%,-5,6,0%,5,0%,.,-2
CCOc1ccc(CNc2nc3ccccc3n2C)cc1,-15%,-6%,-1%,-1,19,-6%,22,?,.,-1
Cc1cccc(N2CCN(C(=O)COc3ccc4c(C)cc(=O)oc4c3C)CC2)c1C,-2%,29%,-2%,-1,-16,-16%,-8,26µM*,-1%,?
C=CCN(c1ccccc1)S(=O)(=O)c1ccc(Cl)c(C(=O)OCC(=O)NCCCN2CCCC2=O)c1,-1%,2%,1%,6,-6,-2%,-8,1%,.,3
Cc1nc2ccc(NC(=O)C3CCCCC3)cc2s1,9%,-1%,2%,-3,-3,0%,-3,12%,0%,9
C=CCn1c(C)cc(C(=O)CSc2nnc3c(Cl)cc(Cl)cn23)c1C,.,1%,-2%,1,-6,13%,2,?,-2%,-7
O=C(CCN1C(=O)c2ccccc2C1=O)NCc1ccccc1,4%,-7%,9%,29,-1,-5%,3,-3%,3%,-1
Cc1ccnc(NC(=O)Cc2ccc(-c3ccccc3)cc2)c1,1%,5%,-15%,8,-22,-18%,-6,?,-4%,?
O=C(CSCc1c(F)cccc1Cl)NCC1CCCO1 (centres undefined),2%,2%,4%,0,12,5%,4,3%,.,0
COc1ccc(S(=O)(=O)NCCc2ccncc2)cc1,-2%,3%,3%,10,14,1%,-3,11%,1%,3
Cc1ccc(NC(=O)c2cc(S(=O)(=O)NCCC3=CCCCC3)ccc2F)cc1,-6%,17%,-6%,-7,-5,-10%,0,-5%,-4%[46.1 µM],0
Cc1ncc(CO)c(/C=N/NC(=S)Nc2ccc(F)cc2)c1O,1%,-2%,1%,10,-6,-3%,6,?,3%[46.1 µM],0

Four entries from above, with each value named.
molecule: O=C(CSCc1c(F)cccc1Cl)NCC1CCCO1 (centres undefined)
  A-T KAP1 phos = 2%
  Mito fusion yeast = 2%
  USP2a block = 4%
  KCNH2 3.1 block = 0
  TSHR antag = 12
  Eya2 phos inh = 5%
  KCNH2 WT inh = 4
  ELG1 DNA repair = 3%
  TCR activator = .
  TRPV1 ag = 0
molecule: COc1ccc(S(=O)(=O)NCCc2ccncc2)cc1
  A-T KAP1 phos = -2%
  Mito fusion yeast = 3%
  USP2a block = 3%
  KCNH2 3.1 block = 10
  TSHR antag = 14
  Eya2 phos inh = 1%
  KCNH2 WT inh = -3
  ELG1 DNA repair = 11%
  TCR activator = 1%
  TRPV1 ag = 3
molecule: Cc1ccc(NC(=O)c2cc(S(=O)(=O)NCCC3=CCCCC3)ccc2F)cc1
  A-T KAP1 phos = -6%
  Mito fusion yeast = 17%
  USP2a block = -6%
  KCNH2 3.1 block = -7
  TSHR antag = -5
  Eya2 phos inh = -10%
  KCNH2 WT inh = 0
  ELG1 DNA repair = -5%
  TCR activator = -4%[46.1 µM]
  TRPV1 ag = 0
molecule: Cc1ncc(CO)c(/C=N/NC(=S)Nc2ccc(F)cc2)c1O
  A-T KAP1 phos = 1%
  Mito fusion yeast = -2%
  USP2a block = 1%
  KCNH2 3.1 block = 10
  TSHR antag = -6
  Eya2 phos inh = -3%
  KCNH2 WT inh = 6
  ELG1 DNA repair = ?
  TCR activator = 3%[46.1 µM]
  TRPV1 ag = 0
